# Compound activity (PubChem BioAssay)
# TCR act = Activators of T cell receptors: qHTS campaign | primary human leukocytes, anti-CD3, IL-2 HTRF, 48 h | Potency, µM (titrated, usually from 9.22 µM), inactives show at the highest dose activation of IL-2 secretion, actives largely listed as activators | 330,000 tested, under 10 active; also: % of control where 0% means no effect
#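 Primary human leukocytes incubated 48 hr with anti-CD3 beads plus compound, without co-stimulation. Secreted IL-2 measured by HTRF (europium cryptate/d2 anti-IL-2 pair, 320 nm excitation, 665 nm emission).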
# ELG1 repair inh = qHTS screen for small molecules that inhibit ELG1-dependent DNA repair in human embryonic kidney (HEK293T) cells expressing luciferase-tagged ELG1 | HEK293T ELG1-luciferase reporter, luminescence, 16 h; DNA damage induced by 5-fluorouridine | Potency, µM (series often up to 46.1 µM), for inactives: at the top dose activity change, negative = inhibition, usual class: inhibitors | 330,000 tested, 2.3% active | AID 504467, 2011; also: potency is read from the fitted curve at half-maximal effect; % is scaled to controls: 0 for no effect and ±100 for the full control effect; nearly all actives have a fitted effect of over 55% in size
#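 HEK293T cells expressing luciferase-tagged ELG1 (2,000/well) received 5-Fluorouridine plus compound or DMSO for 16 hr at 37 °C. Luciferase was read by ONE-Glo luminescence after 30 min at room temperature.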
# BRCA1 expr act = qHTS Assay to Identify Small Molecule Activators of BRCA1 Expression; MCF7-BRCA1-FFLuc reporter, luminescence, 48 h; response scale: scaled: vehicle 0%, 10 µM genistein 100%; Potency, µM (titrated, usually from 46.1 µM), without a hit: at the top dose activation, usual class: activators; 380,000 tested, 1.1% active; AID 624202, 2012; also: potency is read from the fitted curve at half-maximal effect; nearly all actives have a fitted effect of over 80% in size; some results filed as inactive show a strong effect at the top dose
#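 MCF7-BRCA1-FFLuc cells, 2000/well in phenol-red-free MEM, attached 2 h then treated 48 h at 37 C. Luciferase luminescence read 15 min after reagent; normalized to genistein maximum activation (10microM) and DMSO, concentration-response fitted.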
# CXXC DNA block = qHTS Fluorescence Polarization Assay for Inhibitors of MLL CXXC domain - DNA interaction; Histone-lysine N-methyltransferase 2A (Homo sapiens), Q03164; MLL-CXXC / FITC-HOXA9 DNA fluorescence polarization; Potency, µM (doses to about 115 µM), inactives show at the top dose activity change, negative = inhibition, usual class: inhibitors; 290,000 tested, 0.037% active; AID 2662, 2010; active = well fitted inhibition curve with a large enough effect in the polarisation, with a control signal flat, not every such curve was filed as active; inconclusive = small, poorly fitted or top-dose-only effect, or effect the other way, or a change in a side signal; inactive = no such curve, though single readings can be large or run the other way; the % refers to the polarisation; also: potency is read from the fitted curve at half-maximal effect
#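 Steps: dispense CXXC domain solution (7 uM) → pin compounds or unlabeled HOX-A9 DNA control → 5 min ambient → add FLSN-HOX-A9 solution (50 nM) → spin → 30 min ambient → fluorescence polarization. Tris pH 7.5/NaCl/DTT/BSA buffer.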
# AT treatment = qHTS Assay for Identifying a Potential Treatment of Ataxia-Telangiectasia. […] A-T fibroblasts, KAP-1 phosphorylation AlphaLISA; neocarzinostatin DNA damage 30 min before lysis. Potency, µM (series often up to 57.5 µM), for inactives: at the top dose activation, actives largely listed as activators. 320,000 tested, 0.19% active. AID 485349, 2010; also: potency is read from the fitted curve at half-maximal effect; % of control where 0% means no effect; nearly all actives have a fitted effect of over 45% in size
#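 ATM-like activity read as KAP-1 phosphorylation via AlphaLISA donor/acceptor antibody pairs after lysis and 6 hr at 25C. Cells were ATM-null patient fibroblasts ([…], hTERT), dosed 60 min, then exposed to the DSB inducer NCS for 30 min.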
# PTAP TSG101 blk = qHTS Assay for Iinhibitors of HIV-1 Budding by Blocking the Interaction of PTAP/TSG101; Fluorescence polarization, FITC-PTAP peptide / Tsg101 binding; 340,000 tested, under 10 active; Potency, µM (top dose mostly 115 µM), for inactives: top-dose activity change, negative = inhibition, usual class: inhibitors; active = well fitted inhibition curve with a large enough effect in the main read-out, with a control signal flat, not every such curve was filed as active; inconclusive = small, poorly fitted or top-dose-only effect, or effect the other way, or a change in a side signal; inactive = no such curve, though single readings can be large or run the other way; also: potency is read from the fitted curve at half-maximal effect; % of control where 0% means no effect
# Target sequence (Q99816 whole entry, looked up): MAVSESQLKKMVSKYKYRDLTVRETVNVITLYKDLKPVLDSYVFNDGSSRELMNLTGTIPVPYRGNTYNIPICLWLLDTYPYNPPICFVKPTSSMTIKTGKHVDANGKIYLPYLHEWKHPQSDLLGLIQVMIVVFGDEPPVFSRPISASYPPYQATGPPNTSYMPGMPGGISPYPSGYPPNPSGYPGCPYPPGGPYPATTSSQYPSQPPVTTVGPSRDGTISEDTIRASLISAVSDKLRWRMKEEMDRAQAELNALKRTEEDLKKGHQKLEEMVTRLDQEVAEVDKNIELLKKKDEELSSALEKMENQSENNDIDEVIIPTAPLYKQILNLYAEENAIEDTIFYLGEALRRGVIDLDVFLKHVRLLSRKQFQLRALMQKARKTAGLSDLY
#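 Compounds were pin-transferred onto Tsg101 binding domain (10 uM final) in HEPES pH 7.5 buffer, then FITC-PTAP peptide was added at 50 nM final. After 20 min at RT, polarization reported peptide displacement across a qHTS concentration series.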
# p53 reactivation = qHTS assay for re-activators of p53 using a Luc reporter; H1299 p53-A138V BP100-luciferase reporter, luminescence, 24 h; AID 504706, 2011; 320,000 tested, 0.063% active; Potency, µM (series often up to 92.2 µM), for the others: top-dose activity change, positive = activation, actives largely listed as activators; also: potency is read from the fitted curve at half-maximal effect; % of control where 0% means no effect; nearly all actives have a fitted effect of over 45% in size
#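 p53-null H1299 cells stably carrying temperature-sensitive p53-A138V and a BP100-luciferase reporter were pinned with compounds (4-point, 1:5 series) and held 24 hrs at 37 deg C. Luminescence was read 10 min after detection reagent.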
# TRPV1 agonist = HTS Assay for Compounds that Act as Agonists of the Vanilloid Receptor 1; 320,000 tested, 0.19% active; AID 540275, 2011; TRPV1-expressing cells, Fluo-8 calcium influx, agonist mode; Transient receptor potential cation channel subfamily V member 1 (Homo sapiens), Q8NER1; activation, % at 8.33 µM; in the data active = activation above about 80%; inconclusive = between about 30% and that limit; also: 0% is about no effect
#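 Cells expressing TRPV1 were dye-loaded with Fluo-8 and read kinetically: 10 s baseline, 3 min after compound (agonist portion), then 2 min after EC20 capsaicin (allosteric enhancer portion). Calcium-bound dye fluorescence at 480/520 nm.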
# a7 integrin act = qHTS for Activators of Integrin-Mediated Alleviation for Muscular Dystrophy; AID 624291, 2012; 350,000 tested, 0.064% active; alpha7betagal myoblasts, beta-gal FDG fluorescence, 48 h; Potency, µM (highest dose often 38.3 µM), for the others: top-dose activation, hits mostly activators;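 also: potency is read from the fitted curve at half-maximal effect; 100% = response of the positive control SU9516; nearly all actives have a fitted effect of over 60% in size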
#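 Alpha7betagal+/- myoblasts (passage 13) were plated 16-24 hr, then exposed to compounds (1:260 dilution of DMSO stock) for 48 hours at 37C. After MPER lysis, β-galactosidase reporter activity was read as FDG fluorescence (ex 480/em 540) after 30 minutes.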
# B2AR arrestin = qHTS assay of beta-arrestin-biased ligands of beta2-adrenergic receptor; beta-arrestin recruitment to beta2AR, cell-based reporter; Potency, µM (doses to about 46.1 µM), for the others: at the top dose activation, usual class: activators; 330,000 tested, 0.02% active;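 also: potency is read from the fitted curve at half-maximal effect; 0% = DMSO controls and full agonism = EC100 isoproterenol or metaproterenol; nearly all actives have a fitted effect of over 65% in size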
# Target sequence (P07550 whole entry, looked up): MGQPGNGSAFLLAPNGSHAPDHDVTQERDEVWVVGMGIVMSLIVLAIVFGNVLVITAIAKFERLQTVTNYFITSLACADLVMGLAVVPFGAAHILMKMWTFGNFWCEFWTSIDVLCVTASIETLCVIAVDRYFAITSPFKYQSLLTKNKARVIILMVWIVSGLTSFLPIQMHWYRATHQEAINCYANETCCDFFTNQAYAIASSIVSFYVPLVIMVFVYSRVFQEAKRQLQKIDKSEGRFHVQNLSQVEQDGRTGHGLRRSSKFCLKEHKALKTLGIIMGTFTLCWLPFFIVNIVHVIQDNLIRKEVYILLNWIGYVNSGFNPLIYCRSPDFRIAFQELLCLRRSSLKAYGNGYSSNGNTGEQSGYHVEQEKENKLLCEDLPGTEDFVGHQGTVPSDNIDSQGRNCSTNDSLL
# Starred values were filed as active, the others as inactive; ? = inconclusive; . = not tested or not shown; [ ] = dose if it differs, or a comment. Unless noted, calls follow the shape of the dose curve; as a rule, active = well fitted curve in the direction sought with a large enough effect; inconclusive = small, poorly fitted or top-dose-only effect, or another doubt; inactive = no such curve, though single readings can be large; an effect the other way counts as inactive or inconclusive.
SMILES,TCR act,ELG1 repair inh,BRCA1 expr act,CXXC DNA block,AT treatment,PTAP TSG101 blk,p53 reactivation,TRPV1 agonist,a7 integrin act,B2AR arrestin
COc1ccc(OCc2cc(C(=O)NC3CCOC(C)(C)C3)no2)c2ccccc12 (configuration not stated),.,?,.,-27%,25%,.,?,-3,.,0.1%
CCOC(=O)c1ccc(NC(=O)NCc2ccncc2)cc1,0%,5%,-5%,3%,.,-2%,-2%,?,-11%,0.1%
CCSCc1nnc(SCC(=O)Nc2cccc(C(C)=O)c2)n1C,5%,-8%,2%,-3%,-7%,-10%,11%,-3,-18%,-0.1%
CC1=CC(C)(C)n2c(O)c(N=NC(N)=S)c3c(C)ccc1c32,-9%[46.1 µM],4%,-18%,4%,3%,-1%,3%,10,1%,-0.4%
O=C(CSc1nc2c(c(=O)[nH]1)CCC2)Nc1ccccc1Cl,0%,9%,-35%,-3%,9%,-1%,-3%,-3,13%,0.0%
O=C(NCCS(=O)(=O)c1ccc(Br)cc1)c1ccc(F)cc1,-1%,5%,19%,4%,5%,-2%,22%,?,13%,-0.6%
COc1c(OC)c(O)c2c(=O)c(O)c(-c3ccccc3)oc2c1OC,-4%,?,-46%,3%,-4%,0%,6%,12,-17%,0.0%
CCCn1c(N)c(Sc2ccc(C)cc2)c(=O)n(CCC)c1=O,0%,-7%,-10%,1%,-1%,-3%,-3%,7,-12%,-0.1%
O=C(O)CNC(=O)CCn1nnc2ccccc2c1=O,0%,-8%,2%,-6%,-4%,-4%,-1%,-2,13%,-0.4%
O=C(/C=C/c1ccco1)N(Cc1ccccc1F)C1CCS(=O)(=O)C1 (configuration not stated),10%,-2%,-13%,11%,3%,-1%,7%,4,-32%[inhibitor],-0.2%
COC(=O)Cc1cc(=O)[nH]c(/N=C(\N)Nc2cccc(C)c2)n1,3%,2%,-28%,0%,4%,2%,3%,0,-3%,-0.8%
O=C(NC1CCCCC1)C(c1ccncc1)N(C(=O)c1csnn1)c1cccc(F)c1 (configuration not stated),2%,15%,-8%,8%,0%,-1%,-2%,4,0%,-0.5%
COc1ccc(C(=O)NCC(=O)NCCc2c[nH]c3ccccc23)cc1OC,2%,-9%,-2%,-2%,0%,3%,-1%,0,-3%,-0.7%
CCc1cc2c(=O)n(-c3ccccc3)c(SCC(=O)O)nc2s1,.,12%,13%,-3%,?,-5%,-2%,-1,1%,-0.7%
CCOC(=O)N1CCN(C(=O)Cn2nc(-c3ccc(Cl)cc3)ccc2=O)CC1,5%,4%,-13%,8%,1%,0%,0%,-3,1%,0.2%
Cc1nn2c(COc3ccc(NC(=O)C(C)C)cc3)nnc2c2ccccc12,-2%,3%,-6%,-1%,1%,0%,-3%,-8,7%,0.6%
Cc1cc(NC(=O)COC(=O)C2CC(=O)N(c3ccccc3Cl)C2)no1 (configuration not stated),-26%,24%,-3%,14%,33%,2%,3%,-1,-15%,0.0%
Cc1nc(N(C)C)c2sc(=S)n(Cc3ccccc3)c2n1,-4%,-7%,-58%,3%,4%,-2%,2%,-1,-13%,0.1%
COc1ccc(Nc2nc(-c3sc(NC(C)=O)nc3C)cs2)cc1,.,?,.,-7%,2%,.,1%,2,.,0.6%
CC(C)C(OC(=O)c1ccco1)C(=O)NC1CCCCC1 (configuration not stated),0%,-3%,-1%,0%,-2%,-1%,0%,-1,19%,-0.1%
Cc1ccc(-n2c(C)nnc2SCC(=O)N(C)c2c(N)n(Cc3ccccc3)c(=O)[nH]c2=O)cc1,1%,2%,-3%,.,-7%,-10%,-6%,-1,-2%,-0.1%
CCOc1cc(NC(=O)c2ccco2)c(OCC)cc1NC(=O)COc1ccccc1,.,?,11%,8%,-3%,-5%,-2%,-1,-8%,-0.3%
CCN1CCN(Cc2ccc3c(c2)Cc2ccccc2-3)CC1,.,-24%,.,5%,-6%,.,-3%,2,.,0.0%
Cc1ccc(CN2CCN(Cc3cnc(C)[nH]3)CC2CCO)cc1 (configuration not stated),-4%,-2%,3%,-13%,-2%,-1%,0%,1,1%,-0.7%
Clc1ccc(CN2CCN(c3ccccc3)CC2)cn1,0%,-8%,3%,-13%,-7%,-4%,-2%,0,-1%,3.1%

# Continued:
SMILES,TCR act,ELG1 repair inh,BRCA1 expr act,CXXC DNA block,AT treatment,PTAP TSG101 blk,p53 reactivation,TRPV1 agonist,a7 integrin act,B2AR arrestin
O=C1CSC(=Nc2ccc(Cl)cc2)N1Cc1ccco1,-1%,-3%,-1%,-1%,5%,-5%,-4%,1,7%,-0.3%
CCC(Oc1ccccc1)C(=O)Nc1ccccc1C(=O)N1CCCCC1 (configuration not stated),1%,?,-14%,4%,2%,.,-21%,24,0%,-0.7%
O=C(c1ccco1)N(Cc1cccc(Br)c1)C1CCS(=O)(=O)C1 (configuration not stated),-1%,4%,8%,3%,2%,-6%,-3%,-4,?,-1.3%
C/C(=N/NC(=O)CNC(=O)COc1ccccc1)c1ccco1,4%[46.1 µM],?,18%,11%,-4%,2%,-25%,-3,-14%,-0.1%
COc1ccc(S(=O)(=O)N2CCOC2CNC(=O)C(=O)NCCc2ccccc2OC)cc1 (configuration not stated),-4%,-13%,-10%,.,2%,-2%,.,0,-7%,3.5%
O=C(/C=C/c1ccccc1)NC(=S)Nc1ccccc1C(=O)NC1CCCCC1,2%,5%,-35%,12%,-3%,-7%,-3%,.,-34%,-0.8%
Clc1ccccc1N1CCN(c2ncnc3nc[nH]c23)CC1,7%,21%,-2%,-2%,4%,-12%,8%,-2,13%,-0.1%
O=C1OCCN1C(=O)[C@H]1[C@H](c2ccccc2)C(c2cccc(Cl)c2)=NN1c1ccccc1,1%[46.1 µM],0%,-25%,.,?,0%,-4%,.,18%,4.6%
O=C(CN(Cc1ccccc1)S(=O)(=O)c1ccc2c(c1)OCCO2)Nc1ccc2c(c1)OCCO2,1%,?,52%,16%,10%,-9%,-3%,3,-17%,0.0%
N/C(=N\OC(=O)CCc1ccccc1)c1cccc(Br)c1,-2%,1%,36%,-4%,2%,-6%,15%,-1,18%,0.0%
O=C(CC(C(=O)O)P(=O)(c1ccccc1)c1ccccc1)c1ccc(Br)cc1 (configuration not stated),-1%,10%,-30%,-2%,11%,1%,-1%,1,-2%,-0.2%
O=c1c2ccccc2c(/C=N/c2nnc(Cc3ccccc3)s2)c(O)n1-c1ccc(Cl)cn1,-2%[46.1 µM],7%,-9%,?,1%,18%,-4%,0,11%,-0.8%
CCn1cc(/C=C/C(=O)c2ccc(O)cc2)c(C)n1,6%,?,?,-6%,-5%[11.5 µM],0%,?,1,?,0.2%
COc1cc(C)c(N)cc1C(C)C,-1%,-11%,6%,3%,4%,-6%,-7%,0,-11%,-0.3%
NC(=O)c1ccsc1NC(=O)COC(=O)c1ccc(Cl)nc1,-1%,0%,1%,.,5%,-4%,1%,-4,-2%,-0.5%
CCC1CCCCN1S(=O)(=O)c1ccc([N+](=O)[O-])cc1 (configuration not stated),3%,11%,-16%,6%,5%,-6%,.,-4,-26%,-0.5%
CC(NC(=O)CN(C)Cc1cccc(F)c1)c1ccccc1 (configuration not stated),-9%,-4%,-7%,9%,-5%,-4%,-5%,4,2%,0.4%
O=C(O)COc1c(-c2ccco2)oc2ccccc2c1=O,4%,13%,-21%,-5%,-3%,-6%,-2%,0,6%,-0.4%
CCCC(=O)Nc1ccccc1NC(=O)c1ccc(OC(C)=O)cc1,1%,0%,-21%,14%,0%,0%,13%,0,18%,0.1%
Cc1ccccc1C(=O)N1CCC(C(=O)NN2C(=O)NC3(CCCCC3)C2=O)CC1,-3%,7%,0%,.,-2%,-4%,2%,-1,36%,0.2%
COc1ccc(C2CC(c3cccs3)=NN2C(=O)c2ccccc2)cc1OC (configuration not stated),10%,0%,-11%,11%,4%,-1%,-2%,-1,16%,-1.0%
Cc1cc(=O)[nH]c(SCC(=O)NCC2CCCO2)n1 (configuration not stated),-9%,?,8%,9%,-15%,-2%,-3%,-1,-6%,0.0%

# Retrieved by compound from above:
SMILES,TCR act,ELG1 repair inh,BRCA1 expr act,CXXC DNA block,AT treatment,PTAP TSG101 blk,p53 reactivation,TRPV1 agonist,a7 integrin act,B2AR arrestin
N/C(=N\OC(=O)CCc1ccccc1)c1cccc(Br)c1,-2%,1%,36%,-4%,2%,-6%,15%,-1,18%,0.0%
O=C(/C=C/c1ccccc1)NC(=S)Nc1ccccc1C(=O)NC1CCCCC1,2%,5%,-35%,12%,-3%,-7%,-3%,.,-34%,-0.8%
